From PubChem BioAssay
Mot1-301 SUMO – yeast Mot1-301 growth rescue at high temperature, primary screen, SUMOylation pathway inhibitor project, S. cerevisiae, ATP luminescence, 38.5C. growth rescue, % at 18.8 µM. actives 1% (n = 320,000). S. cerevisiae Mot1-301 growth rescue; percent above DMSO median, 100 means doubled;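 active = every valid replicate shows activation above 250% relative to neutral control wells; inactive = the rest, any valid replicate at or below 250%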;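 also: OY570 slx delta 5 strain wells were the positive control but not used for scaling; some compounds called inactive have numbers as strong as hits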
Keap1 Nrf2 FP – Keap1-Nrf2 protein-protein interaction inhibitors, primary screen, biochemical, fluorescence polarization, single point. Kelch-like ECH-associated protein 1 (Homo sapiens), Q14145. Keap1 Kelch-Nrf2 peptide fluorescence polarization, 1536-well. inhibition, % at 9.4 µM. actives 0.15% (n = 340,000). AID 504523, 2011; in the data active = inhibition above about 12%;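 also: human Keap1 Kelch domain with fluorescein labeled Nrf2 9mer peptide probe; 0% = neutral control wells and 100% = peptide positive control; higher means more block of Keap1 binding to Nrf2 peptide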
CDK5 inh – inhibitors of human CDK5/p35 kinase, primary screen, biochemical, single concentration; Cyclin-dependent kinase 5 (Homo sapiens) + Cyclin-dependent kinase 5 activator 1 (Homo …; Recombinant CDK5/p35, ADP-Glo luminescence, 60 min; inhibition, % at 10 µM; actives 0.01% (n = 330,000); AID 488839, 2010;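 active = highest replicate inhibition of at least 50% and at least 75% of replicates reaching 50%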;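 also: plate controls were DMSO neutral control for no effect and GW8510 at 10 µM for full effect; many of its hits are not listed in these tables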
Rtt109 HAT inh – inhibitors of C. albicans Rtt109/Vps75 HAT, primary screen, biochemical, ThioGlo CoA-SH fluorescence, plate reader | actives 0.16% (n = 330,000) | purified Rtt109/Vps75, 4 h | Histone acetyltransferase RTT109 (Candida albicans (strain SC5314 / ATCC MYA-2876)), … | inhibition, % at 34.9 µM;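 active = inhibition of at least 50% in every replicate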
Target sequence (Q5AAJ8 whole entry, looked up): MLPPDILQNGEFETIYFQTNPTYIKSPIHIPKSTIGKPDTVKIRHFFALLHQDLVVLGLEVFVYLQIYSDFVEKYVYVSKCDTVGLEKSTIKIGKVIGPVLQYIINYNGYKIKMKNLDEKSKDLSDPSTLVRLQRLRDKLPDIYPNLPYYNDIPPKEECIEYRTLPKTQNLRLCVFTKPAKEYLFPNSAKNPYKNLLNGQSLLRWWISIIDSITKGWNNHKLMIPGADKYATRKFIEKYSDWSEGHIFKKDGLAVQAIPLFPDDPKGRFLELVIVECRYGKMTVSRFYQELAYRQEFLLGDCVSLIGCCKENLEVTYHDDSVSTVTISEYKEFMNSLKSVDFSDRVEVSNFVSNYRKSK
NSD2 inh – NSD2 histone methyltransferase inhibitors, primary screen, biochemical, AlphaScreen, single concentration, set 2; NSD2 peptide methylation, 120 min; inhibition, % at 12.5 µM; actives 0.54% (n = 310,000); AID 743445, 2014; in the data active = inhibition above about 50%
LANA DNA inh – inhibitors of KSHV C-LANA binding to DNA, primary screen, biochemical, fluorescence polarization, FAM-LBS DNA, MBP-C-LANA, single point; Kaposi's sarcoma herpesvirus LANA C-terminal domain (residues 932-1162) DNA binding; actives 0.078% (n = 340,000); inhibition, % at 9 µM;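 active = highest replicate inhibition at or above 60% at 9 µM, even if other replicates fall short; inactive = all replicates below 60% inhibition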;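 also: 0% = neutral control wells and 100% = 4 µM acridine orange control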
Cardiac RTF inh – cardiac RTF calcium sensitivity inhibitors, primary screen, biochemical, IANBD-TnC fluorescence, EC70 calcium | Troponin I, cardiac muscle (Homo sapiens) + Troponin T, cardiac muscle (Homo sapiens) + … | IANBD-labeled cardiac RTF, Ca2+ fluorescence | inhibition, % at 7.15 µM | actives 0.12% (n = 340,000);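 active = inhibition above the mean inhibition of all tested compounds plus 3 SD, cut at about 17% in these data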;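 also: assay run at fixed EC70 calcium of 1.6 mM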
PvdQ inh – P. aeruginosa PvdQ acylase inhibitors, primary screen, biochemical, fluorescence, plate reader and imaging, single point; purified PvdQ acylase; inhibition, % at 10 µM; actives 0.063% (n = 340,000); in the data active = inhibition above about 30%, passing the limit was not always enough;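 also: 0% = vehicle neutral wells and 100% = reference inhibitor wells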
RTF Ca sens act – cardiac RTF calcium sensitivity activators, primary screen, biochemical, IANBD-TnC fluorescence, EC20 calcium; Troponin I, cardiac muscle (Homo sapiens) + Troponin T, cardiac muscle (Homo sapiens) + …; IANBD-labeled TnC RTF fluorescence at EC20 calcium; 0% EC20 calcium, 100% full calcium; activation, % at 7.2 µM; actives 0.24% (n = 340,000);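 active = activation above the mean over all tested compounds plus 3 SD, cut at about 30% in these data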;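 also: rise in fluorescence read as greater calcium sensitivity of cardiac thin filaments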
PfHsp90 set2 – growth inhibition of PfHsp90-expressing yeast, primary screen, antimalarial PfHsp90 inhibitor project, S. cerevisiae, BacTiter-Glo luminescence, single point, set 2 | BacTiter-Glo ATP, 48 h; yeast lacking PDR1 and PDR3 efflux regulators | inhibition, % at 9.4 µM | actives 0.32% (n = 310,000) | AID 504621, 2011;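 active = every replicate shows inhibition above about 80%, whatever the replicate mean, limit read from the data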;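 also: 0% = DMSO neutral controls and 100% = 20 µM radicicol positive controls; yeast relying on Plasmodium falciparum Hsp90 in place of its own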
dFosB act – activators of delta FosB homodimer, primary screen, biochemical, fluorescence polarization, TAMRA-CDK5 oligo, single point; activation, % at 25 µM; purified delta FosB; percent of positive-control signal above neutral wells; actives 0.99% (n = 340,000);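 active = mean activation above about 17%, with every replicate also reaching it, limit read from the data, passing the limit was not always enough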;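 also: fluorescence polarization rise as delta FosB binds a TAMRA Cdk5 AP-1 oligo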
Target sequence (P13346 whole entry, looked up): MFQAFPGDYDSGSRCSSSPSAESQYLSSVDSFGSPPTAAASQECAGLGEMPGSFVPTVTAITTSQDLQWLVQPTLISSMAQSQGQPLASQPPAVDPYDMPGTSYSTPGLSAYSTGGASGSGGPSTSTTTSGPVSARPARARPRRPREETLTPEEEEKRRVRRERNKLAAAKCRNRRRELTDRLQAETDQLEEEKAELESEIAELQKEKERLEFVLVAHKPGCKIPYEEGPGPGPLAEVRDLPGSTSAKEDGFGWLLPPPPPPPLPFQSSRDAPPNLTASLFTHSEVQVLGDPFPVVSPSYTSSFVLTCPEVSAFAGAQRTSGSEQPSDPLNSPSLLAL
An asterisk follows results filed as active; . = no result given; & = joins results of further samples.

Molecule	Mot1-301 SUMO	Keap1 Nrf2 FP	CDK5 inh	Rtt109 HAT inh	NSD2 inh	LANA DNA inh	Cardiac RTF inh	PvdQ inh	RTF Ca sens act	PfHsp90 set2	dFosB act
O=c1[nH]c2sc3c(c2c(=O)n1Cc1ccccc1)CCC3	-4	-1	-1.3	-4	0	-0.9	5	15	3	-3	-6
O=C(c1ccco1)N1CCN(CC(O)COc2ccc3oc4ccccc4c3c2)CC1 (centres undefined)	9	-6	-0.9	11	1	1.1	-17	3	8	11	-7
O=C(Cc1ccc(Cl)cc1)NCCc1cnc[nH]1	-13	-4	0.2	1	-3	-1.1	-3	-17	-6	-1	-1
O=c1c2ccccc2nc(/C=C/c2ccc([N+](=O)[O-])cc2)n1CCCO	-10	-3	-1.5	-12	0	4.0	-5	-5	0	9	-2
C/C(=N\NC(=O)c1ccc(O)cc1)c1cc2ccccc2o1	90	6	0.4	7	6	-0.5	-6	0	2	.	-11
COCCNC(=O)c1ccccc1NS(=O)(=O)c1ccc(Br)s1	17	3	1.0	-15	0	-0.4	-5	-8	1	.	-12
NS(=O)(=O)c1cccc(NC(=O)CC(NC(=O)c2ccccc2Cl)c2ccccc2)c1 (centres undefined)	2	-2	-1.0	7	1	1.6	-5	-21	4	30	1
O=C(c1cc2c(s1)CCC2)N1C(=O)c2ccccc2S1(=O)=O	7	3	-2.2	7	2	0.4	3	1	-6	-8	-12
CSc1ccccc1OCc1cc(C(=O)N(C)CCn2nc(C)cc2C)no1	79	-3	-0.7	-8	2	-1.1	-5	1	-4	9	-9
Cc1ccccc1C(=O)NC(=S)Nc1ccc2[nH]c(=O)[nH]c2c1	1	-4	0.0	-3	-4	-0.5	-15	-10	-1	-17	-5
CC(=O)c1ccc(-n2c(CCC(=O)O)ccc2-c2ccc(Cl)cc2)cc1	13	-1	1.4	3	3	-3.4	2	-15	-4	-20	-6
CCCCN(CC)S(=O)(=O)c1ccc2c(c1)n(C)c(=O)c(=O)n2C	0	-3	-0.3	-4	-3	-0.7	-4	-2	-1	22	2
COc1ccc(-c2cc(C(F)(F)F)nc(SCC(=O)Nc3ccc4c(c3)OCO4)n2)cc1OC	.	-5	-0.5	10	-3	-0.8	-40	-4	-19	-23	0
O=C(NCCCN1CCOCC1)c1cc2c([nH]c3ccccc32)c(-c2cccc(Br)c2)n1	-6	0	-0.6	8	.	0.9	3	5	-2	-8	3
CC(=O)C1=C(O)C(=O)N(c2ccc(Br)cn2)C1c1ccc(Br)cc1 (centres undefined)	-18	-6	-1.5	1	7	-0.3	-9	-10	6	13	-8
CCCCCn1c(N2CCCC2)nc2c1c(=O)n(C)c(=O)n2C	-2	4	-0.7	-3	4	2.0	-6	-1	-1	22	-6
CCOC(=O)C1=C(N)n2c(s/c(=C\c3cccs3)c2=O)=C(C(=O)OCC)C1c1cccs1 (centres undefined)	14	-6	0.6	-6	-1	1.3	-7	-12	5	-14	-16
C1CCc2nnc(-c3nnc4n3CCCCC4)n2CC1	.	1	0.0	-1	2	0.4	9	0	-3	9	2
Cc1ccc(-n2c(O)c(/C=N/n3cnnc3)c3ccccc3c2=O)cc1	-1&-9	-3&-3	-1.0&-0.5	20&-7	4&3	1.2&-0.3	-10&-4	6&-1	6&0	2&-23	-10&-8
COc1ccc2cc(C(=O)C3CCCN(C(=O)CCc4ccccn4)C3)ccc2c1 (centres undefined)	4	-3	-0.8	-31	7	-0.3	-4	-7	5	0	-14
CC(C)Nc1nnc(Sc2ccc(Cl)cc2[N+](=O)[O-])s1	29	-7	2.4	2	5	-1.3	-18	-8	5	44	-1
CC(=O)Nc1ccc(SCc2csc(C)n2)cc1	-1	-7	-0.1	1	1	-0.2	-2	-15	3	-14	-4
O=[N+]([O-])c1ccc(N2CCN(C(=S)Nc3ccccc3)CC2)cc1	-1	0	-0.9	4	-4	-0.6	-6	-18	0	.	-3
Cc1c(C#N)c(N)nc2c3c(sc12)NC(=O)CC3c1ccc(F)cc1 (centres undefined)	8	-6	-2.5	2	-1	1.9	-3	-5	6	10	0
CC(=O)c1ccc(NC(=O)Cn2nc(C)cc2C)cc1	-3	0	1.1	6	1	0.3	-5	-9	11	.	3

An excerpt of these results, with values under each structure.
Below each SMILES: Mot1-301 SUMO, Keap1 Nrf2 FP, CDK5 inh, Rtt109 HAT inh, NSD2 inh, LANA DNA inh, Cardiac RTF inh, PvdQ inh, RTF Ca sens act, PfHsp90 set2, dFosB act
Cc1ccccc1C(=O)NC(=S)Nc1ccc2[nH]c(=O)[nH]c2c1
→ 1, -4, 0.0, -3, -4, -0.5, -15, -10, -1, -17, -5
Cc1ccc(-n2c(O)c(/C=N/n3cnnc3)c3ccccc3c2=O)cc1
→ -1&-9, -3&-3, -1.0&-0.5, 20&-7, 4&3, 1.2&-0.3, -10&-4, 6&-1, 6&0, 2&-23, -10&-8

Later entries
| mol | Mot1-301 SUMO | Keap1 Nrf2 FP | CDK5 inh | Rtt109 HAT inh | NSD2 inh | LANA DNA inh | Cardiac RTF inh | PvdQ inh | RTF Ca sens act | PfHsp90 set2 | dFosB act |
| --- | --- | --- | --- | --- | --- | --- | --- | --- | --- | --- | --- |
| CCOC(=O)Cn1c(-c2ccccc2)nc2ccccc2c1=O | -7 | -1 | -0.2 | -2 | -5 | -1.3 | -5 | 0 | 0 | -4 | -4 |
| COc1ccc2c(c1)c(CC(=O)Nc1ccccc1OC)c(C)n2C(=O)c1ccc(Cl)cc1 | -6 | -5 | 2.3 | 7 | -1 | 3.7 | 2 | 7 | -4 | -3 | 1 |
| CCC1C(=O)N=C(SCC(=O)Nc2cccc3ccccc23)NC1=O (centres undefined) | 0 | -6 | -1.1 | -6 | 4 | 1.1 | -14 | -11 | 1 | 27 | -3 |
| CCCCC(c1nnnn1CCOC)N1CCN(C)CC1 (centres undefined) | 21 | -2 | 2.4 | -1 | -3 | 0.4 | 3 | -17 | 0 | 10 | 9 |
| C/C(=N/Nc1ncc(Br)cn1)c1ccc(Br)cc1 | -3 | -2 | 0.7 | -3 | -2 | 1.8 | 2 | -16 | 0 | 0 | -2 |
| C=CCn1cnc2sc(C(=O)Nc3ccccc3OC)c(C)c2c1=O | 7 | 3 | -1.4 | -4 | -3 | -1.1 | -15 | -12 | 3 | -17 | -3 |
| Cc1[nH]c2ccccc2c1-c1nc2ccccc2[nH]1 | 10 | 2 | 0.4 | . | -2 | -0.5 | -3 | 8 | -4 | -3 | 5 |
| O=C(NCc1ccccn1)C1CCCN(S(=O)(=O)c2ccccc2)C1 (centres undefined) | 1 | -1 | -6.7 | -1 | -1 | 1.0 | -16 | -4 | 1 | -10 | 3 |
| CCOC(=O)CCCNC(=O)CN1C(=O)NC2(CCCCCC2)C1=O | -3 | 1 | -0.8 | 3 | -1 | -0.1 | -4 | -8 | -6 | . | -9 |
| CC1(C)CC(=O)C(C2=NC3(CCCCCC3)Cc3ccccc32)=C(O)C1 | -3 | 0 | -1.6 | 13 | 17 | -0.7 | -10 | -15 | 6 | -20 | -9 |
| C[C@H](NC(=O)c1ccc2c(c1)OCO2)c1nnc2ccccn12 | 5 | -4 | -5.2 | 1 | 0 | -0.8 | -5 | -13 | -2 | 12 | -1 |
| CS(=O)(=O)Nc1ccc(C(=O)Nc2ccccc2C(=O)NCc2ccco2)cc1 | 360 | -1 | -0.8 | 3 | -1 | -0.4 | -3 | -14 | -2 | 22 | -16 |
| O=C(NC1CC1)c1ccc(N2CCCCC2)c([N+](=O)[O-])c1 | 8 | -5 | 0.5 | 3 | 7 | 0.3 | 2 | 3 | -2 | -2 | -1 |
| Cc1ccc(F)cc1NC(=O)CSCc1c(C)noc1C | -6 | 7 | -1.6 | 7 | -1 | 2.3 | -6 | -8 | 2 | -10 | 0 |
| C#CCOCCOCCOCCNc1nc(N2CCN(C(=O)[C@H](CO)n3cc([C@@H](N)C(C)C)nn3)CC2)nc(N2CCN(C(=O)[C@H](CCC(=O)O)n3cc([C@@H](N)CCCCN)nn3)CC2)n1 | -19 | -5 | -0.4 | 3 | . | -1.5 | -3 | 0 | -6 | 13 | -10 |
| COc1ccc(CNC(=O)C(C)NCc2ccccc2Cl)cc1 (centres undefined) | 2 | -2 | 0.8 | 5 | -2 | -2.9 | 2 | -10 | 1 | -9 | -10 |
| C=CCn1c(SCC(=O)Nc2ccccc2F)nc2ccccc2c1=O | -7 | 2 | 0.7 | -1 | -1 | -1.1 | 0 | 0 | -3 | -15 | -8 |
| CC(=O)c1cccc(NC(=O)N2C3CCC2CC(NC(=O)C2CC2)C3)c1 (centres undefined) | 1 | -1 | 1.2 | -3 | -1 | 0.9 | -4 | -12 | 0 | 22 | -6 |
| O=C(CNc1cc(S(=O)(=O)N2CCOCC2)ccc1N1CCCC1)Nc1ccc(Cl)cc1 | . | -4 | 0.2 | 10 | . | 0.2 | -7 | -10 | 1 | . | -2 |
| COC(=O)c1ccccc1C(=O)N1CCOCCOCCOCC1 | 4 | 4 | -0.6 | 2 | -1 | 0.4 | 4 | 7 | 1 | -5 | 0 |
| Cc1ccccc1C(=O)Nc1nnc(SCC(=O)NC2CC2)s1 | 4 | -1 | 2.4 | -1 | 1 | 0.5 | 6 | -15 | -1 | 24 | 2 |
| Cc1ccc(Sc2ncccc2C(=O)NCC(c2ccc(F)cc2)N2CCOCC2)cc1C (centres undefined) | -4 | -2 | 0.7 | 5 | -2 | -0.4 | -18 | -7 | 8 | 13 | -18 |
| COc1cc(C2C3CN(C)CC=C3C(C#N)=C(N)C2(C#N)C#N)ccc1OC(C)C (centres undefined) | 9 | 2 | -6.3 | -9 | 25 | 33 | -27 | 8 | 42* | . | -8 |

Entries of single compounds, looked up by structure:
CC1(C)CC(=O)C(C2=NC3(CCCCCC3)Cc3ccccc32)=C(O)C1 reads Mot1-301 SUMO: -3; Keap1 Nrf2 FP: 0; CDK5 inh: -1.6; Rtt109 HAT inh: 13; NSD2 inh: 17; LANA DNA inh: -0.7; Cardiac RTF inh: -10; PvdQ inh: -15; RTF Ca sens act: 6; PfHsp90 set2: -20; dFosB act: -9
CCCCC(c1nnnn1CCOC)N1CCN(C)CC1 (centres undefined) reads Mot1-301 SUMO: 21; Keap1 Nrf2 FP: -2; CDK5 inh: 2.4; Rtt109 HAT inh: -1; NSD2 inh: -3; LANA DNA inh: 0.4; Cardiac RTF inh: 3; PvdQ inh: -17; RTF Ca sens act: 0; PfHsp90 set2: 10; dFosB act: 9
